Compound activity (PubChem)
proCasp7 act: counter-screen: procaspase-7 (human) activation; P55210; 0.093% of 330,000 active; activation, % at 8.5 µM; recombinant procaspase-7, Ac-DEVD-pNA absorbance 405 nm; D23A/D198A/D206A triple mutant, cannot self-cleave; scale: DMSO 0, 5 µM enzyme 100;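 active = percent activation above the screen-wide mean plus 3 SD, cut at about 25% in these data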
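Assay system – Uncleavable procaspase-7 mutant enzyme · Quantity – 2 µM procaspase-7 mutant as dispensed · Times – 1 h preincubation, 2 h reaction · Dosing – single nominal 8.5 µM compound dose, 0.8% DMSO final · Buffer or medium – Zinc-free 50 mM HEPES buffer, pH 7.4, with NaCl and Triton X-100 · Detection – Epi-absorbance of released pNA at 405 nm, two timepoints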
GRK2 inh: blocks RNA aptamer binding to human GRK2. bead flow cytometry, FAM-aptamer displacement from GRK2. 0.59% of 330,000 active. inhibition of aptamer binding, % at 10 µM;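 active = inhibition of aptamer binding above 40%, roughly 3 SD of noise, on plates passing a quality check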;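 also: median bead fluorescence of bound FAM aptamer so fluorescent compounds give negative values; no value below 0 was filed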
Target sequence (P25098 whole entry, looked up): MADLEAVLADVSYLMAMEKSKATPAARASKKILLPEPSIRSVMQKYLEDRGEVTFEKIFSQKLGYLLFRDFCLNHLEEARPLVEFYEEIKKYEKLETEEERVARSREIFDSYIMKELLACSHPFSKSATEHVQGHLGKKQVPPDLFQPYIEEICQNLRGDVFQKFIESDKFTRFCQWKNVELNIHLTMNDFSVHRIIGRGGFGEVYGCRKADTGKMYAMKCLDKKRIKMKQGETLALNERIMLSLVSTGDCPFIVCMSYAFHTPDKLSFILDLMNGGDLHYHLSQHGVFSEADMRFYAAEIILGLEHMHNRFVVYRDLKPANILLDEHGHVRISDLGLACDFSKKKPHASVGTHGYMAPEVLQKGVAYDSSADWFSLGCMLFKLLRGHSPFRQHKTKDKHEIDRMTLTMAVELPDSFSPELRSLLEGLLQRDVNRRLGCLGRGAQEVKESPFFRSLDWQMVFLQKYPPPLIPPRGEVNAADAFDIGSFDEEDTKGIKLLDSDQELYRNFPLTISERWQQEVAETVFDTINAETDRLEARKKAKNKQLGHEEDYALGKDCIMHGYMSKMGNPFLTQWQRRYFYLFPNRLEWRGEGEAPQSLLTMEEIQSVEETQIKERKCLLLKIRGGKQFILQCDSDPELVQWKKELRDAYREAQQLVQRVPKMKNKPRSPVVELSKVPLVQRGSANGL
PP1 counter: counter-screen for PP5 inhibitors: inhibitors of human PP1-alpha | AID 2235 | P62136 | 0.9% of 320,000 active | inhibition, % at 6.7 µM | purified PP1alpha, OMFP fluorescence;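 active = inhibition above the mean inhibition of all tested compounds plus 3 SD, computed separately for each screening campaign, cut at about 15% in these data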
VLA-4 inh: inhibition in a human VLA-4 binding assay; P13612; VLA-4 expressing cells, ligand binding flow cytometry; inhibition, % (about 7 µM as worked out from the volumes in the protocol); 0.2% of 330,000 active; AID 2557; in the data active = inhibition above about 50%
HCV core dimer: blocks dimerization of HCV core protein | TR-FRET GST/Flag-core106 dimerization, 1536-well | inhibition, % at 5 µM | 0.33% of 300,000 active;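 active = inhibition above the mean of all tested compounds plus 3 SD, set per screening campaign, cut at about 45% in these data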
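System: GST/Flag-tagged HCV core106 proteins. Incubation: compound-protein-antibody incubation 4 h at 22.5 °C. Technique: HTRF with 340 nm excitation, 617/671 nm emission. Medium: KF-containing HEPES buffer, pH 7.45, DTT, CHAPS, BSA. Read-out: inhibition (%) from 671 over 617 nm ratio. Also added: Eu(K)-anti-GST 90 ng/mL plus XL665-anti-Flag 1 µg/mL.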
JMJD2C inh: inhibitors of human GASC-1 (JMJD2C) demethylase; Q9H3R0; GST-JMJD2C(1-420) H3K9me3 demethylation, DELFIA europium; inhibition, % at 2.35 µM; 0.069% of 330,000 active;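 active = more than half of a compound's replicate wells show inhibition beyond 50%, single wells judged on their own value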;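 also: signal counts dimethyl H3K9 product captured on neutravidin plate; 0% = median of DMSO wells and 100% = 0.3 times that DMSO median; strong numbers were not always called active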
Target sequence (Q9H3R0 1-420 limits assumed): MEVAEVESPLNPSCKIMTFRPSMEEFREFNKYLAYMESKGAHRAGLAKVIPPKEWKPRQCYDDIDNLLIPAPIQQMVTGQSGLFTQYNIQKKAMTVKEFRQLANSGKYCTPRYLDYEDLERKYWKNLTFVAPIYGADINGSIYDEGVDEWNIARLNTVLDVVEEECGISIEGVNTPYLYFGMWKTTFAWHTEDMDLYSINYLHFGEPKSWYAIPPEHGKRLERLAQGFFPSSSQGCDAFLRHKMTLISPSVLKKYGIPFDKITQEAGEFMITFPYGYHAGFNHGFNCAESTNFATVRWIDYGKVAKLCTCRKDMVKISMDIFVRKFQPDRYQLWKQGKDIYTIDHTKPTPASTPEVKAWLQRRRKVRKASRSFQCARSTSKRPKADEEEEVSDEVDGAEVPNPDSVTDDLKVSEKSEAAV
CTSL1 counter: blocks F. hepatica cathepsin L1 in PFM18AAP counter-screen; recombinant F. hepatica cathepsin L1, Z-Leu-Arg-MCA fluorescence; inhibition, % at 5.96 µM; 0.49% of 300,000 active;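 active = inhibition above the mean of all tested compounds plus 3 SD, set per screening campaign, cut at about 17% in these data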;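 also: 0% = plate median of test compound wells and 100% = 1 µM Z-Phe-Ala-diazomethylketone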
proCasp3 act: activators of human procaspase-3. P42574. recombinant procaspase-3 D3A, Ac-DEVD-pNA absorbance 405 nm. activation, % at 8.5 µM. 0.11% of 330,000 active. AID 463141;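 active = activation above the mean of all tested compounds plus 3 SD, cut at about 21% in these data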;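 also: 0% = DMSO alone and 100% = DMSO wells spiked with extra 5 µM PC-3 D3A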
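Evaluation: percent activation relative to control range; Material: Procaspase-3 D3A mutant, all three cleavage aspartates alanine; Compound: single dose, 8.5 µM nominal compound, 0.8% DMSO; Replication: one well per compound; Signal: absorbance at 405 nm, 0 and 120 min; Schedule: 1 h preincubation plus 2 h reaction at 25 °C.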
PP5 primary: inhibitors of human protein phosphatase 5 (PP5); P53041; inhibition, % at 6.7 µM; purified PP5c, OMFP substrate fluorescence; 0.18% of 320,000 active;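 active = inhibition above the campaign's mean inhibition across all tested compounds plus 3 SD, cut at about 9.5% in these data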;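 also: 0% = DMSO only and 100% = 100 µM cantharidin control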
* = called active by the depositor; . = no result given.

SMILES | proCasp7 act | GRK2 inh | PP1 counter | VLA-4 inh | HCV core dimer | JMJD2C inh | CTSL1 counter | proCasp3 act | PP5 primary
CC(C)c1ccc(NC(=O)C2CCCN(S(=O)(=O)c3cccnc3)C2)cc1 (stereo not given) | -1 | 1 | 1 | 16 | -6 | -6 | -2 | 2 | 3.7
COc1ccc(S(=O)(=O)N2CCCC(C(=O)NCc3ccco3)C2)cc1OC (stereo not given) | -7 | 2 | 3 | 6 | -4 | -5 | -1 | 2 | 2.5
CCOc1ccc(NC(=O)CSc2nnc(Cn3cnc4ccccc43)n2C)cc1 | 1 | 0 | -5 | 2 | -1 | -4 | -5 | 6 | 2.0
O=C(CNC(=O)N1CC(=O)Nc2ccccc21)NCc1cccc(Cl)c1 | 5 | 3 | -2 | 8 | -6 | 7 | 1 | 1 | -1.2
CCOC(=O)C1CCN(C(=O)C2CCN(S(=O)(=O)CC)CC2)CC1 | -5 | 0 | -1 | 5 | -5 | 1 | 0 | -1 | 2.0
CC(C)n1c(SCC(=O)Nc2nncs2)nnc1-c1ccco1 | -7 | 23 | 0 | -1 | 1 | 5 | 0 | -5 | 0.7
CC(C)C1CC(CCN)(Cc2ccccc2)CCO1 (stereo not given) | 1 | 0 | 6 | 0 | -15 | -2 | 0 | -8 | 3.5
COCCSc1ccccc1C(=O)NCCCn1ccnc1 | -7 | 4 | 1 | 11 | 4 | 1 | 2 | 5 | -1.4
O=C(O)CCNS(=O)(=O)c1ccc2c(c1)Cc1ccccc1-2 | 11 | 2 | -1 | -5 | 12 | -7 | -2 | 4 | 0.8
N#CC1=C2SCN(c3ccccc3)CN2C(=O)CC1c1cccs1 (stereo not given) | -16 | 1 | 5 | 5 | 35 | 0 | 1 | -25 | 0.6
COc1cc(C2NC(=S)NC(C)=C2C(=O)Nc2ccc(C)cc2)ccc1O (stereo not given) | 2 | 0 | -1 | -1 | -1 | -19 | 1 | -3 | 1.9
Cc1cc2c(=O)n(Cc3ccco3)c(SCC(=O)N3CCCc4ccccc43)nc2s1 | 5 | 4 | 15 | 12 | 15 | 4 | 4 | -1 | 3.4
CCOc1cc2[nH]c(=S)n(Cc3ccc(C(=O)NCCCOC)cc3)c(=O)c2cc1OCC | -7 | 0 | -1 | -16 | -18 | 10 | 3 | -1 | 3.5
COc1ccc(C(=O)/C=C/c2ccc(OC)c(COc3ccccc3F)c2)cc1 | 4 | 1 | -1 | -9 | -3 | -1 | -2 | -5 | 5.0
CC1CCc2c(sc(NC(=O)CCc3nc4ccccc4c(=O)[nH]3)c2C#N)C1 (stereo not given) | -9 | 0 | -4 | 8 | . | -9 | . | -2 | 3.6

The final 7 compounds of the part above are carried over, then new ones follow:
SMILES | proCasp7 act | GRK2 inh | PP1 counter | VLA-4 inh | HCV core dimer | JMJD2C inh | CTSL1 counter | proCasp3 act | PP5 primary
O=C(O)CCNS(=O)(=O)c1ccc2c(c1)Cc1ccccc1-2 | 11 | 2 | -1 | -5 | 12 | -7 | -2 | 4 | 0.8
N#CC1=C2SCN(c3ccccc3)CN2C(=O)CC1c1cccs1 (stereo not given) | -16 | 1 | 5 | 5 | 35 | 0 | 1 | -25 | 0.6
COc1cc(C2NC(=S)NC(C)=C2C(=O)Nc2ccc(C)cc2)ccc1O (stereo not given) | 2 | 0 | -1 | -1 | -1 | -19 | 1 | -3 | 1.9
Cc1cc2c(=O)n(Cc3ccco3)c(SCC(=O)N3CCCc4ccccc43)nc2s1 | 5 | 4 | 15 | 12 | 15 | 4 | 4 | -1 | 3.4
CCOc1cc2[nH]c(=S)n(Cc3ccc(C(=O)NCCCOC)cc3)c(=O)c2cc1OCC | -7 | 0 | -1 | -16 | -18 | 10 | 3 | -1 | 3.5
COc1ccc(C(=O)/C=C/c2ccc(OC)c(COc3ccccc3F)c2)cc1 | 4 | 1 | -1 | -9 | -3 | -1 | -2 | -5 | 5.0
CC1CCc2c(sc(NC(=O)CCc3nc4ccccc4c(=O)[nH]3)c2C#N)C1 (stereo not given) | -9 | 0 | -4 | 8 | . | -9 | . | -2 | 3.6
Cc1cc(-c2ccccc2)c(C#N)c(SCC(N)=O)n1 | 7 | 0 | -2 | 9 | 3 | -17 | 1 | 0 | -0.6
O=C(Cc1ccccn1)c1ccc(O)cc1O | 5 | 3 | -3 | 15 | 2 | -4 | -1 | -1 | 0.5
CC(C)Cn1c(N)c(C(=O)COC(=O)c2c(O)c(Cl)cc(Cl)c2Cl)c(=O)n(C)c1=O | -4 | 4 | 0 | 22 | . | 30 | . | 4 | 1.1
CCn1nc(NS(=O)(=O)c2ccccc2)c2cc3ccc(C)cc3nc21 | -1 | 1 | -1 | 9 | -10 | -3 | 6 | -4 | -1.6
COc1ccc(CN2C(=O)CCC2(C)C(=O)NCc2cccnc2)c(OC)c1 (stereo not given) | 9 | 0 | -3 | 2 | -2 | 15 | -4 | 16 | 1.0
Cc1ccc(NC(=O)c2cnn(-c3ccccc3)c2C)c(C)c1 | -3 | 3 | -2 | 22 | -9 | -10 | 4 | -5 | -3.0
CCOc1ccc(N2C(=O)CSC23CCCCC3)cc1 | 4 | 0 | 0 | -7 | 12 | 2 | 3 | -2 | 2.8
CS(=O)(=O)NCCNC(=O)c1cc(OCC(F)(F)F)ccc1OCC(F)(F)F | 2 | 3 | 2 | -1 | -6 | 4 | 3 | -11 | 1.8
CC(=O)c1ccc(S(=O)(=O)N(C)CCCC(=O)N2CCN(c3ncccn3)CC2)cc1 | 4 | 2 | -4 | 5 | . | 0 | . | -6 | 0.7
Cc1cc(C(=O)COC(=O)c2cccs2)c(C)n1-c1c(C)n(C)n(-c2ccccc2)c1=O | 10 | 0 | -1 | 31 | 0 | 1 | 2 | 2 | -0.7
COCCN(CCOC)C(=S)Nc1ccccc1 | -6 | 0 | -5 | 7 | -1 | -12 | -2 | 6 | -2.3
CCN(CC)CC(=O)N1c2ccccc2Sc2ccc(Cl)cc21 | -5 | 0 | 4 | -2 | -9 | -13 | -1 | 2 | 3.0
CC(=O)N1C=CN(C(C)=O)C(c2cn(C)c3ccccc23)C1c1cn(C)c2ccccc12 (stereo not given) | 9 | 2 | 2 | 9 | 2 | 0 | -3 | 6 | 3.3
COc1cc(NC(=O)CN2c3ccccc3CC2C)cc(OC)c1OC (stereo not given) | -12 | 0 | 1 | 2 | -10 | -15 | -3 | 9 | 1.9
O=C(CCc1c[nH]c2ccccc12)NCCOc1ccccc1 | 9 | 3 | -2 | 3 | 0 | 22 | -5 | 2 | -2.1
O=c1cc(Cn2nnc(-c3ccc(Cl)cc3)n2)nc2sccn12 | -4 | 1 | 0 | -3 | 9 | -14 | -2 | -4 | 0.8
Cn1c(=O)c2sccc2n2c(CCCC(=O)NCc3ccc(F)cc3)nnc12 | 0 | 0 | -3 | -4 | 1 | 3 | -1 | -2 | 2.2
COc1cccc(NC(=O)CN(C)S(=O)(=O)c2ccc(C)cc2)c1 | 6 | 2 | -2 | 4 | 2 | 8 | -1 | -6 | 2.2
O=C(O)c1cccc(NC(=O)c2ccc(CN3C(=O)c4ccccc4C3=O)cc2)c1 | -2 | 1 | -2 | 6 | -5 | 7 | 2 | 7 | 3.3
O=C(NC1CCN(C(=O)Nc2cccc(Cl)c2)CC1)C1CCCCC1 | -10 | 0 | -8 | 2 | -10 | 0 | 1 | 2 | 0.8
COc1ccc(-n2c(SCC(=O)Nc3ncc(Cl)cc3Cl)nc3ccccc32)cc1 | 5 | 0 | 11 | -14 | 20 | -11 | 3 | -5 | 2.7
C/C(N)=C(/C#N)C(=O)COC(=O)CC12CC3CC(CC(C3)C1)C2 | 7 | 1 | 1 | 3 | -4 | 19 | 1 | -4 | 4.1
Cc1cc(C)n(-c2ncnc3sc(C)c(C)c23)n1 | -3 | 3 | 1 | 13 | -7 | -6 | 0 | -2 | 1.1
COc1ccccc1/C=C/C(=O)NCC(=O)N=Nc1c(O)[nH]c2ccccc12 | -16 | 1 | 3 | -20 | -20 | -2 | 1 | 2 | 1.3
Cc1nc(-c2ccccc2)nn1-c1ccc([N+](=O)[O-])cc1 | 3 | 0 | -4 | 17 | 4 | -8 | 1 | 4 | -2.0
Cc1ccc(C)c(/C=N/n2cc(-c3ccccc3)[nH]c2=S)c1 | -20 | 0 | -7 | 8 | 6 | 14 | 0 | 1 | 1.1
CCOC(=O)CNC(=O)CSc1nnc(-c2c[nH]c3ccccc23)n1CC | 0 | 0 | -7 | 26 | 5 | 0 | -1 | 5 | 1.1
Cc1ccc(-c2csc(NC(=S)NC(=O)/C=C/c3ccco3)n2)cc1 | -11 | 0 | 1 | 2 | 16 | -2 | 0 | -6 | 4.4
COc1ccc(NC(=S)N/N=C2\CC(C)(C)Oc3ccc(O)cc32)cc1 | -3 | 0 | 2 | 5 | -4 | 60 | 2 | -5 | 4.2
O=C(O)Cn1c(SCCOc2ccccc2)nc2ccccc21 | -19 | 1 | -8 | -2 | 0 | -1 | 2 | -9 | 1.6

4 of the entries above in order of their number in HCV core dimer, falling.
SMILES	HCV core dimer
CC(C)n1c(SCC(=O)Nc2nncs2)nnc1-c1ccco1	1
Cc1cc(C(=O)COC(=O)c2cccs2)c(C)n1-c1c(C)n(C)n(-c2ccccc2)c1=O	0
COc1ccc(C(=O)/C=C/c2ccc(OC)c(COc3ccccc3F)c2)cc1	-3
COc1ccc(S(=O)(=O)N2CCCC(C(=O)NCc3ccco3)C2)cc1OC (stereo not given)	-4

(cont.)
SMILES | proCasp7 act | GRK2 inh | PP1 counter | VLA-4 inh | HCV core dimer | JMJD2C inh | CTSL1 counter | proCasp3 act | PP5 primary
N#Cc1nc(-c2cccs2)oc1NCCc1ccccc1 | -3 | 0 | 5 | 5 | 4 | 1 | -2 | 6 | 5.5
O=C(c1cc(Cl)c(=O)n(Cc2ccc(Cl)cc2)c1)N1CCOCC1 | 14 | 3 | 1 | 6 | 2 | 0 | 1 | 0 | 2.6
Cc1ccc(OCc2ccccc2C)c([N+](=O)[O-])n1 | -5 | 0 | 5 | 4 | -10 | -9 | 7 | -2 | -3.7
CC(C)c1ccc2oc(=O)cc(CN3CCOCC3)c2c1 | 1 | 3 | -1 | 1 | -6 | -19 | -1 | -12 | -2.7
CC(C)n1c(-c2cccnc2)nc2cnccc21 | 4 | 0 | -6 | 1 | -6 | -1 | 3 | 0 | -2.6
CC1CC(C)CN(C(=O)C2CC(=O)N(c3ccc(F)cc3)C2)C1 (stereo not given) | 3 | 4 | -1 | -12 | 12 | 7 | -1 | -6 | 2.0
Cc1cccc(NC(=O)COC(=O)c2ccc([N+](=O)[O-])o2)c1C | 8 | 5 | -6 | 15 | -4 | 11 | 6 | -6 | 0.3

As a short view, some entries already given:
SMILES | proCasp7 act | GRK2 inh | PP1 counter | VLA-4 inh | HCV core dimer | JMJD2C inh | CTSL1 counter | proCasp3 act | PP5 primary
CC1CC(C)CN(C(=O)C2CC(=O)N(c3ccc(F)cc3)C2)C1 (stereo not given) | 3 | 4 | -1 | -12 | 12 | 7 | -1 | -6 | 2.0
Cc1cccc(NC(=O)COC(=O)c2ccc([N+](=O)[O-])o2)c1C | 8 | 5 | -6 | 15 | -4 | 11 | 6 | -6 | 0.3
